Screening results (PubChem BioAssay)
West Nile antiviral: inhibition of WNV-induced cytopathic effect – cell-based, CPE readout (AID 1621). West Nile virus-infected cells, CPE inhibition; higher % means a stronger effect. CPE inhibition, % at 10 µM; hits with a dose series show IC50 in µM. hit rate 0.02% among 290,000; in the data active = a potency from the dose series; inconclusive = CPE inhibition mostly from about 3.7% at the one dose, without a potency; inactive = the rest, 99 in 100 with CPE inhibition below about 2.2%; also: strong numbers were not always called active
PMI inhibitors: MPI enzyme activity inhibition – biochemical, fluorescence intensity, coupled assay, primary screen (AID 1209); purified PMI enzyme, coupled fluorescence intensity; higher % means a stronger effect; hit rate 0.42% among 190,000; inhibition, % at 20 µM, or IC50 in µM where a hit was titrated;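 also: plate controls were DMSO vehicle for no effect and wells lacking substrate for full effect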
TNAP activation fold: human TNAP enzyme activators, primary screen, biochemical, luminescent, no phosphate acceptor, uHTS (AID 1001); purified TNAP, luminescent activation assay, no phosphate acceptor; higher activation fold means a stronger effect; activation fold at 20 µM; hits with a dose series show EC50 in µM; hit rate 0.03% among 200,000; in the data active = activation fold from about 3, or a potency from the dose series; inactive = the rest, 99 in 100 with activation fold below about 1.6; also: many of its hits are not listed in these tables
RSV antiviral HEp-2: inhibition of RSV-induced cytopathic effect – HEp-2 cells, primary 10 µM value included (AID 2391); CPE inhibition, % at 10 µM, or IC50 in µM where a hit was titrated; HEp-2 cells, RSV-induced CPE inhibition; higher % means a stronger effect; hit rate 0.13% among 310,000; in the data active = a potency from the dose series; inconclusive = CPE inhibition mostly from about 23% at the one dose, without a potency; inactive = the rest, 99 in 100 with CPE inhibition below about 21%; also: strong numbers were not always called active
M17LAP inhibition: P. falciparum M17LAP inhibitors, primary screen, biochemical, fluorogenic H-Leu-NHMec substrate, 1536-well (AID 1619). recombinant M17LAP, H-Leu-NHMec fluorogenic kinetic assay; higher % means a stronger effect. inhibition, % at 30 µM, or IC50 in µM where a hit was titrated. hit rate 0.38% among 220,000;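 active = compound inhibiting the enzyme by more than half at any dose during confirmatory dose-response retesting; inconclusive = strong single-dose inhibitors picked by rank but not retested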;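 also: plate controls were full reaction with DMSO carrier for no effect and no enzyme background for full effect; strong numbers were not always called active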
human PMI inhibitors: MPI inhibition at elevated mannose 6-phosphate – biochemical, fluorescence intensity, high mannose 6-phosphate, primary screen (AID 1220) | recombinant PMI enzyme, coupled fluorescence intensity; higher % means a stronger effect | hit rate 0.66% among 190,000 | inhibition, % at 20 µM, or IC50 in µM where a hit was titrated
K1F lysis inhibition: protection from phage-mediated lysis, alamar blue read-out – E. coli UTI89, K1F phage, bacterial capsule biogenesis inhibitors (AID 488966); hit rate 0.02% among 340,000; E. coli UTI89 K1F phage lysis, alamar blue, 2 h; higher % means a stronger effect; inhibition, % at 100 µM; hits with a dose series show IC50 in µM;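 active = phage lysis inhibition, versus mean bacterial control, above a set limit; inconclusive = no clear call, values can overlap the other calls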;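 also: capsule biogenesis inhibitors block K1F phage lysis so surviving cells raise fluorescence; higher fluorescence means more inhibition of phage lysis; actives were called in the ten point dose series up to 300 µM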
T cell HTS: T cell immune modulators affecting CD8 T cell-vesicle binding; AID 2052; 2C CD8+ T cell-vesicle binding, flow cytometry; stronger effect = lower value; hit rate 0.068% among 330,000; calls only at 7 µM;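 active = response, share of CD8 T cells binding vesicles, and their 90th percentile fluorescence all below set limits, cut at about 80% in these data, passing the limit was not always enough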
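Assay system: 2C TCR transgenic mouse naive CD8+ T cells, MACS-purified | Read-out: CD8+ gate FL2 mean fluorescence as % of same-row positive control | Signal: High-throughput flow cytometry with anti-B7-1 and anti-CD8 staining | Timing: Binding step 1.5 h, 37 °C, antibody labelling 20 min, ice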
M1AAP inhibition: P. falciparum M1AAP inhibitors, biochemical, fluorogenic H-Leu-NHMec substrate, 1536-well (AID 1445); hit rate 0.42% among 220,000; recombinant M1AAP, H-Leu-NHMec fluorogenic kinetic assay; higher % means a stronger effect; inhibition, % at 30 µM, or IC50 in µM where a hit was titrated;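 active = primary inhibition above the hit cutoff, then over 50% inhibition at one or more dose response concentrations, cut at about 23% in these data, passing the limit was not always enough; inconclusive = conflicting primary data, or primary hits not chosen for dose response; inactive = low primary inhibition, or under 50% at every dose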;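 also: plate controls were DMSO full reaction for no effect and no enzyme background for full effect; strong numbers were not always called active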
T cell HTS vesicle-bound %: further read-out of T cell HTS, marked with its call; double positive events, %; measured here: CD8+ vesicle-bound cell fraction;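 binding gate set so that unloaded-vesicle control wells show 10% double positive cells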
An asterisk follows results filed as active; i = inactive; ? = inconclusive; / = not tested or not shown; [ ] = another dose, or the depositor's remark. Rule as the data show it, unless noted: active = inhibition above about 50%; inactive = the rest.

Sequence of screens – West Nile antiviral, PMI inhibitors, TNAP activation fold, RSV antiviral HEp-2, M17LAP inhibition, human PMI inhibitors, K1F lysis inhibition, T cell HTS, T cell HTS vesicle-bound %, M1AAP inhibition
(1) C=CCN1C(=O)NC(c2ccccc2)(C(F)(F)F)S/C1=C(\C#N)c1nnc(N2CCOCC2)n1-c1ccccc1 (stereo not drawn)
→ -0.1%, 18%, 1.1, 2.0%, 16%, 8%, 0.0%, i, 45, -2%
(2) COCCNCc1ccc(C(C)C)cc1
→ 0.4%, 1%, 1, -0.3%, 4%, 4%, 0.4%, i, 49, 11%
(3) CC1(c2ccc3c(c2)OCO3)NC(=O)N(CC(=O)Nc2ccc(N3CCOCC3)cc2)C1=O (stereo not drawn)
→ 0.0%, 3%, 1.1, 3.7%, 13%, -7%, 0.0%, i, 45, 3%
(4) Cc1nnsc1C(=O)N1CCCC(Nc2ccc(C(C)C)cc2)C1 (stereo not drawn)
→ -0.2%, /, /, 8.0%, /, /, 0.5%, i, 10, /
(5) COc1ccc(-c2cccc(C3CC=CC4C3C(=O)N(Cc3ccccc3)C4c3ccc4ccccc4c3)c2)cc1 (stereo not drawn)
→ -0.5%, /, /, -0.6%, 6%, /, 1.2%, i, 42, 1%
(6) COc1ccc(NC(=O)[C@@]2(CC(=O)O)CC(/C=C/c3ccccc3)=NO2)cc1
→ -0.2%, /, /, 0.6%, /, /, -0.7%[50 µM], i, 18, /
(7) COc1ccc(NC(=O)CC2Nc3cccc4cccc(c34)NC2=O)cc1 (stereo not drawn)
→ 0.8%, 20%, 1.1, 14%, -1%, 26%, -2.2%, i, 30, 5%
(8) O=c1nc2n(c3ccc(Br)cc13)CCS2
→ -0.5%, 1%, 1, 1.6%, 26%, -2%, -0.2%, i, 37, 1%
(9) COc1cc(/C=C(\C#N)C(=O)NCCc2ccccc2)cc(OC)c1O
→ 0.1%, 8%, 0.8, 0.2%, 3%, 58%*, -0.3%, i, 33, ?
(10) CCC(=NC(C)c1ccccc1)c1c(O)n(C)c(=O)n(C)c1=O (stereo not drawn)
→ -1.2%, 10%, 1.1, 0.8%, -1%, 15%, 0.2%, i, 54, 3%
(11) CNc1nc(N)c(C(=O)C23CC4CC(CC(C4)C2)C3)s1
→ -0.3%, 12%, 1, 0.4%, -1%, 11%, /, i, 52, 0%
(12) CC1=NN(c2ccccc2)C(=O)C1(C)C
→ 0.1%, -3%, 1, 1.2%, 1%, -4%, 4.2%, i, 30, 4%
(13) CCOc1ccc(NC(C)=O)cc1[N+](=O)[O-]
→ -0.1%, 8%, 1, 1.3%, /, 4%, 0.0%, i, 32, /
(14) CC(C)NS(=O)(=O)c1ccc(N2C(=O)c3ccccc3C2=O)cc1
→ 0.5%, -13%, 1.1, /, 1%, -11%, 12%, i, 36, 4%
(15) O=C(NC1CC1)[C@@H]1CSC2c3ccccc3C(=O)N21 (stereo partly drawn)
→ 0.1%, /, /, 1.4%, /, /, 0.4%, i, 8, /
(16) COc1ccccc1C(=O)Nc1cccc(S(=O)(=O)N2CCCC2)c1
→ 0.1%, /, /, 5.0%, -8%, /, 0.1%, i, 20, -3%
(17) O=Cc1c(C(=O)O)n(CC(=O)O)c2ccccc12
→ 0.1%, -11%, 1, 1.0%, 6%, -10%, 4.8%, i, 23, 1%
(18) COCC(=O)Nc1nnc(SCC(=O)N2C(C)CCCC2C)s1 (stereo not drawn)
→ 0.0%, /, /, -0.5%, /, /, 0.1%, i, 21, /
(19) O=C(CSc1nccn1-c1ccccc1)Nc1ccc2c(c1)OCO2
→ 0.2%, 14%, 1.1, 2.1%, 7%, -5%, 0.4%, i, 3, 6%
(20) Cc1ccccc1C(=O)Nc1nc(SCc2ccc(Cl)cc2)n[nH]1
→ -0.5%, /, /, 1.0%, 0%, /, -0.3%, i, 27, 3%
(21) O=C1NCCCC1C(=O)N/N=C/c1ccccc1O (stereo not drawn)
→ -0.3%, -20%, 1.8, 1.1%, -12%, -13%, -0.1%, i, 60, 10%
(22) Cc1nn(C)cc1C(C)NC(=O)c1cc(COc2c(F)cccc2F)on1 (stereo not drawn)
→ 0.0%, 9%, 1.1, 0.2%, -2%, 0%, -0.1%, i, 57, 1%
(23) CC1CC(N(C(=O)c2ccc(Cl)cc2)c2ccccc2)c2ccccc2N1C(=O)c1ccco1 (stereo not drawn)
→ ?, 9%, 1.1, 8.1%, 12%, 10%, 0.6%, i, 52, 6%
(24) Cc1nn(C)c(C)c1S(=O)(=O)NC1CCCc2ccccc21 (stereo not drawn)
→ -0.9%, 5%, 1.1, 3.5%, 0%, 2%, 1.6%, i, 17, 7%
(25) CN(CCc1ccccn1)Cc1ccc(Cl)cc1
→ -0.6%, 2%, 1.1, 0.7%, -3%, -5%, 2.4%, i, 43, 3%
(26) O=C(COC(=O)C1=COCCO1)NCc1ccc(Cl)cc1
→ -0.1%, -15%, 1, 1.2%, 2%, -13%, -0.3%, i, 33, 8%
(27) Cc1ccc2c(c1)C1CCCC3C1N2CC(=O)N3Cc1ccccc1 (stereo not drawn)
→ -0.4%, 17%, 1.1, 19%, 7%, 8%, /, i, 18, 17%
(28) Cc1ccc(N(C(=O)CC2NC(=O)NC2=O)C2(C(=O)NC3CCCC3)CCCCC2)cc1 (stereo not drawn)
→ /, 4%, 1, 0.1%, 10%, 2%, 1.5%, i, 53, 3%
(29) Cc1nc(/C=C/c2ccccc2)[nH]c(=O)c1-c1ccccc1
→ 1.1%, -6%, 1.1, 1.4%, -1%, -1%, 2.6%[50 µM], i, 31, 6%
(30) CCCOc1ccc(/C(O)=C2\C(=O)C(=O)N(c3ccccn3)C2c2ccccc2F)cc1C (stereo not drawn)
→ 0.4%, /, /, 1.7%, /, /, 0.1%, i, 58, /
(31) O=C(Nc1ccc(CN2CCOCC2)cc1)c1cc(Br)ccc1Cl
→ -0.7%, /, /, 5.4%, /, /, 0.2%, i, 56, /
(32) CN1CCC(N(C)S(=O)(=O)c2ccc(Cl)cc2)CC1
→ 0.0%, /, /, -1.1%, /, /, 0.0%, i, 23, /
(33) CCOc1ccc(Br)cc1C(=O)N/N=C/c1cccnc1
→ 0.8%, /, /, 2.0%, /, /, -0.1%, i, 49, /
(34) O=C(Nc1cccnc1)c1cc(-c2ccc(Br)cc2)on1
→ 0.1%, 6%, 1.1, 2.2%, 0%, 6%, -1.0%, i, 41, 5%
(35) CCSc1ccc(C(=O)Nc2cccc(C)n2)cc1[N+](=O)[O-]
→ -1.1%, 9%, 1.1, 3.7%, -1%, 14%, 1.9%[50 µM], i, 52, 5%
(36) Cc1c(O)ccc(C(=O)COc2ccc(F)cc2)c1O
→ 0.8%, 2%, 1, 1.2%, 2%, 3%, 2.9%, i, 58, -1%
(37) O=C(CCC(=O)Nc1nnc(C2CCCCC2)s1)NCc1ccccc1
→ -0.3%, /, /, /, 4%, /, 1.0%, i, 16, -4%
(38) CC1CCCCN1S(=O)(=O)c1csc(C(N)=O)c1 (stereo not drawn)
→ -0.2%, /, /, 2.5%, /, /, 0.4%, i, 9, /
(39) COc1ccc(/C=N/NC(=O)CCSc2nc3ccccc3s2)cc1
→ 0.1%, 13%, 1, 0.4%, -2%, 13%, -0.3%, i, 65, 5%
(40) CSc1ncccc1C(=O)Nc1nc2ccc(F)cc2s1
→ -0.6%, -2%, 1.1, 7.4%, -3%, -2%, 0.2%, i, 21, 2%
(41) Cc1cc(C)c2nc(NNC(=O)c3ccc(S(=O)(=O)N4CCCCC4)cc3)sc2c1
→ -0.9%, 14%, 1.2, -1.3%, 3%, -13%, 1.0%, i, 35, -11%
(42) O=C1CC(c2ccco2)Sc2ccccc2N1 (stereo not drawn)
→ -0.1%, /, /, 0.0%, /, /, 0.1%, i, 24, /
(43) CCOC(=O)c1c(C)c(C(=O)Nc2cc(OC)ccc2OC)c(C)n1CC
→ 0.6%, 6%, 1.1, /, 2%, 4%, -1.3%, i, 28, -2%
(44) Cc1ccc(NS(=O)(=O)c2ccc(NC(=O)c3cccs3)cc2)cc1
→ -0.5%, 8%, 1, 0.9%, 6%, 5%, 0.8%, i, 3, 2%
(45) Cc1cccc(NC(=S)N(CCCN2CCOCC2)Cc2cn(C)c3ccccc23)c1
→ -1.3%, 17%, 1.2, -1.5%, 7%, 6%, 0.4%[50 µM], i, 48, 2%
(46) CCOC(=O)CC(NC(=O)Cc1ccccc1)c1ccccc1Cl (stereo not drawn)
→ -1.0%, 13%, 1.1, 0.3%, 2%, 12%, 2.9%[50 µM], i, 54, 4%
(47) CC(C)Cc1ccc(S(=O)(=O)Nc2cccnc2)cc1
→ -0.1%, /, /, 6.3%, /, /, -0.2%, i, 60, /
(48) Cc1nn(-c2ccccc2)c(C)c1/C=N/NC(=O)CSc1nnc(SCc2cccc3ccccc23)s1
→ -1.4%, 12%, 1.1, 9.5%, 7%, 16%, 3.1%, i, 39, 0%
(49) O=C(Nc1cccnc1Cl)c1cccnc1Cl
→ -0.2%, -5%, 1.1, 1.7%, 2%, -3%, 5.5%, i, 38, 5%
(50) CC(C)Oc1cccc(C(=O)NC(=S)NCc2cccnc2)c1
→ -0.9%, 15%, 1.2, 3.8%, -7%, 6%, 13%, i, 34, -4%
(51) CCNC(=S)NNC(=O)Cn1nc(C)cc1C
→ 0.3%, 16%, 1, 0.7%, 4%, 13%, -2.4%, i, 57, 9%
(52) COc1cc(C(=O)OCc2cc(=O)oc3c(C)c(C)ccc23)ccc1OC(F)F
→ -0.9%, /, /, -0.2%, /, /, 0.6%, i, 38, /
(53) Cc1nn(CC(=O)NCCN2CCCCCC2)c(=O)c2nn(-c3ccccc3)c(C)c12
→ -0.1%, /, /, -1.3%, /, /, 0.2%, i, 42, /
(54) CCN(CC(=O)Nc1cccc(OC)c1)CC(=O)Nc1ccc(C)cc1Cl
→ -1.0%, 3%, 1.1, 3.0%, 13%, -8%, -0.1%, i, 53, -1%
(55) COCc1cc(=O)[nH]c(/N=C(\N)Nc2ccc(C)cc2C)n1
→ -0.6%, 1%, 1.2, -1.4%, -3%, -9%, -3.6%, i, 56, 4%
(56) O=C(NCCN1CCOCC1)c1sc2cc(Cl)ccc2c1Cl
→ -1.0%, /, /, 1.3%, /, /, -0.1%, i, 39, /
